# Screening data as filed in PubChem BioAssay.
# Thrombin inh – thrombin (human) inhibition. P00734. alpha-thrombin, Boc-VPR-AMC fluorogenic substrate cleavage. inhibition, % at 5 µM. hit rate 0.26% among 220,000;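 active means inhibition at or above 40%; inactive means inhibition below 40%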;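 further: 0% = enzyme with no compound and 100% = wells without enzyme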
#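 System: Human alpha-thrombin protein | Medium: pH 7.5 Tris (50 mM) with NaCl 150 mM, Tween 20 0.05% | Times: Enzyme reaction carried out at room temperature | Detection: AMC fluorescence, 355/460 nm | Evaluation: Percent inhibition scaled between no-compound controls and no-enzyme blanks | Benchmarks: Enzyme without compound as high, wells lacking enzyme as low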
# PERK inhibitor – inhibitors of human PERK kinase; CHO PERK-DD fusion, SEAP luminescence translation reporter; AID 1416; hit rate 0.17% among 220,000; Q9NZJ5; inhibition, % at 5.6 µM;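 active means inhibition above the mean inhibition of all tested compounds plus 3 SD, set separately per screening campaign, cut at about 2.9% in these data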;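 further: PERK kinase domain activated by AP20187 dimerizer at 100 nM; 0% = DMSO with dimerizer and 100% = rapamycin at 8.4 µM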
# Furin inhibitor – blocks human furin protease activity; purified furin, fluorogenic substrate cleavage; inhibition, % at 30 µM; P09958; hit rate 0.061% among 220,000; in the data active means inhibition above about 25%; further: inactives centre near -15
# Target sequence (P09958 108-714 limits assumed): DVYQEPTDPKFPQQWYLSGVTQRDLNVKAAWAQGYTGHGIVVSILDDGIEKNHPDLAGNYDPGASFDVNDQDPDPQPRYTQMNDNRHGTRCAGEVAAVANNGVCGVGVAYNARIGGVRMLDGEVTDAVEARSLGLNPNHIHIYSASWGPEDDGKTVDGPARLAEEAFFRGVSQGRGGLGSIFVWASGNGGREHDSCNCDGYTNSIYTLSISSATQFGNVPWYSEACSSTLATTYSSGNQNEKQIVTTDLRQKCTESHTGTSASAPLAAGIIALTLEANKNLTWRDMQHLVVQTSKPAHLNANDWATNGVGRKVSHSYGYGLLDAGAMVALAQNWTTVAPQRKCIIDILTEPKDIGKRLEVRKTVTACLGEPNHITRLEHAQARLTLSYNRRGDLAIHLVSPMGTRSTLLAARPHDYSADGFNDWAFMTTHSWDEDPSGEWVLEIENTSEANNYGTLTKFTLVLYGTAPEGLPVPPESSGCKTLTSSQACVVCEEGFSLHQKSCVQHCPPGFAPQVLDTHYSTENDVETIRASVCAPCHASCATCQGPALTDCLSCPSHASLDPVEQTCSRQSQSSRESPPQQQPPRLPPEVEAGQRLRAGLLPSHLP
# p97 ATPase inh – blocks human p97 ATPase activity | AID 1481 | inhibition, % at 8 µM | recombinant p97 ATPase, Kinase-Glo ATP luminescence, 3 h | hit rate 0.42% among 220,000 | P55072; in the data active means inhibition above about 15%;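 further: 0% = DMSO vehicle and 100% = wells lacking enzyme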
# hK5 inh – kallikrein 5 (human) inhibition; recombinant hK5, fluorogenic AMC substrate cleavage; hit rate 0.59% among 210,000; inhibition, % at 5 µM;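 active means inhibition of 40% or more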;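 further: 0% = enzyme controls without compound and 100% = no-enzyme blanks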
# Target sequence (Q9Y337 67-293 limits assumed): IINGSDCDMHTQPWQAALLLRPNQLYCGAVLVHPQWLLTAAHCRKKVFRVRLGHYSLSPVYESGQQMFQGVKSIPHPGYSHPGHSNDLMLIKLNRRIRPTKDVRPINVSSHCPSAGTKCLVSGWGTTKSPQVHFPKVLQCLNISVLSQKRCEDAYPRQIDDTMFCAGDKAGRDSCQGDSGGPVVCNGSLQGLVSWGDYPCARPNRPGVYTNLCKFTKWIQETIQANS
# FXIa inh 1536 – factor XIa (human) inhibition; purified FXIa, Boc-Glu-Ala-Arg-AMC fluorogenic substrate; inhibition, % at 5 µM; hit rate 0.14% among 220,000; AID 798;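 active means inhibition of at least 40%; inactive means inhibition below 40%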;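 further: fluorescence of freed AMC excited at 355 nm; 0% = enzyme without compound and 100% = no enzyme blank; many of its hits are not listed in these tables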
# Wee1 stabilizer – blocks degradation of human Wee1 kinase; P30291; HeLa Luc-Wee1K328M stability, luciferase luminescence; 100% = proteasome inhibitor MG132 effect; reporter increase, % at 5 µM; hit rate 1.2% among 220,000;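 active means activation above the mean of all tested compounds plus 3 SD, set per screening run, cut at about 8.8% in these data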;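 further: cells exposed to compound for 20 h before luminescence read; 0% = DMSO alone and 100% = MG132 at 30 µM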
# FXIIa inh 1536 – factor XIIa (human) inhibition | hit rate 0.3% among 220,000 | purified FXIIa, Boc-QGR-AMC fluorogenic substrate, 2 h | inhibition, % at 5 µM | P00748; in the data active means inhibition above about 40%;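 further: 0% = enzyme with no compound and 100% = blank without enzyme; many of its hits are not listed in these tables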
# Cl transport mod – modulators of human KCC2 chloride dependent transport; hit rate 2.2% among 190,000; KCC2 cells, thallium flux FluoZin-2 fluorescence; B-score of Tl+ flux slope (higher = more flux/activation; lower = inhibition) at 10 µM; Q9H2X9;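 active means thallium flux slope and its plate-corrected score both differing from the plate sample mean at a set confidence after two filtering rounds, in either direction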;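 further: slope of fluorescence scaled to starting intensity during 10 to 20 s after thallium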
# * hit, by the source's call; . = no result given; & = joins results of further samples; [ ] = remark or other dose.
SMILES,Thrombin inh,PERK inhibitor,Furin inhibitor,p97 ATPase inh,hK5 inh,FXIa inh 1536,Wee1 stabilizer,FXIIa inh 1536,Cl transport mod
O=C(Nc1ccccc1N1CCCC1)c1ccc([N+](=O)[O-])cc1Cl,-7,0.7,-18,1,-10,-2,-1,1,1.1
Cc1ccc(S(=O)(=O)NCC(c2cccnc2)N2CCOCC2)cc1 (stereo not drawn),3,1.1,-18,-1,-9,-4,-2,8,0.0099
Cc1cc(C)n2c(SCC(=O)Nc3c(C)n(C)n(-c4ccccc4)c3=O)nnc2n1,-5,0.9,-13[20 µM],0,10,-9,-2,5,0.95
Cc1noc(/C=C/N(C)C)c1S(=O)(=O)N(C)CC(=O)N1CCc2ccccc21,-5,-0.8,-9,7,-10,-9,3,3,-0.23
Cc1ccc2[nH]cc(CCNC(=O)/C=C/c3ccco3)c2c1,-2,-0.4,-27,3,1,-7,0,6,0.65
COc1ccccc1OCCC(=O)OCC(=O)Nc1ccc(Br)cc1,-3,1.5,-4,-1,-4,0,4,5,0.64
CCn1c(SCc2nc3cc(OC)c(OC)cc3c(=O)[nH]2)nnc1-c1ccncc1,-4,-0.2,-21,-4,-1,-1,1,12,0.68
O=C(O)/C(=C\C(=O)c1ccccc1)Nc1ccccc1,-2,0.3,-22,0,4,-6,-3,3,0.85
O=C(COc1ccccc1Cl)N1CCN(c2ccc([N+](=O)[O-])c(N3CCCCC3)c2)CC1,-5,0.0,-4[20 µM],-2,19,-4,2,6,0.24
COc1ccc(C2=C(CC(=O)O)C(=O)CC2)cc1,-11,0.9,-17,5,0,2,1,9,0.3
O=C1CC(c2ccccc2Cl)=NN(c2ncnc3ccccc23)C1=O,0,-0.5,-26,6,1,-1,-1,10,-0.17
CC(C)(C)c1cc(NCc2ccccn2)n2ncc(-c3ccccc3)c2n1,-4,-0.5,-8,-6,-7,-6,1,0,0
O=C(OCCCCOC(=O)c1ccccc1)c1ccccc1,0,0.7,-20,-1,3,1,-1,10,0.23
Cc1occc1-c1nnc(SCC(=O)c2ccc(F)cc2)n1Cc1ccco1,-5,-1.2,-24[20 µM],-1,2,-2,-2,0,-3*
Cc1ccc(NC(=O)CC2SC(=NC3CCCCC3)NC2=O)cc1 (stereo not drawn),0,-0.5,-17,1,-9,3,0,16,0.016
CCc1ccc(C2c3[nH]c4ccccc4c3CCN2C(=O)CNC(N)=O)cc1 (stereo not drawn),2,0.8,-4,-1,.,5,23*,13,.
COc1cccc(-n2nnnc2SCC(=O)N2CCCc3ccccc32)c1,1,0.1,-22,6,-3,4,-1,13,1.9
COc1cccc(-n2nnnc2SCC(=O)Nc2cccc(C)n2)c1,-4,-0.6,-19,-1,3,-4,-1,-3,-0.25
OCC1(CCc2ccccc2)CCN(Cc2ccc(OC(F)F)cc2)CC1,-7,0.1,-19,0,.,-2,0,11,-0.24
Cc1cc(=O)oc(C)c1C(=O)n1nc(C)c2c1C[C@@H]1[C@H]2C1(C)C,-2,1.2,-8,1,2,6,-3,6,0.84
Cc1ccc(/C(O)=C2\C(=O)C(=O)N(CCN(C)C)C2c2ccccc2F)cc1 (stereo not drawn),4,0.5,-9,2,-6,23,-2,33,0.38
Cc1ccc(NC(=O)CCC(=O)c2cccs2)cc1,-1,-0.9,-16[20 µM],-1,-3,-4,0,9,.
CCC(=O)NC(=S)Nc1ccc(NC(=O)c2ccco2)cc1,23,-1.5,-12,-3,15,29,-1,21,-0.045
C=CCN1C(=O)/C(=N/n2cnnc2)c2ccccc21,2,1.7,-16,5,-19,4,0,-4,.
CCOc1ccc(N(C(=O)c2cc3ccccc3oc2=O)C2C=CS(=O)(=O)C2)cc1 (stereo not drawn),-20,-0.5,-16,-5,-5,-4,0,-4,-0.23

# (listing goes on)
SMILES,Thrombin inh,PERK inhibitor,Furin inhibitor,p97 ATPase inh,hK5 inh,FXIa inh 1536,Wee1 stabilizer,FXIIa inh 1536,Cl transport mod
CCCCn1c(=NC(=O)c2ccco2)c(C(=O)OCC)cc2c(=O)n3cccc(C)c3nc21,-14,-1.2,-4,0,-5,-6,-2,-8,0.00025
Cc1cc(/C=C2\SC(=S)NC2=O)c(C)n1-c1ccccc1,0,0.9,-12,3,-5,4,15*,9,24*
CCOC(=O)COc1c(C=O)cc(Br)cc1OC,0,1.0,5[20 µM],-2,4,0,-1,-4,-0.46
CC(C)(C)N/N=C/c1cc(Cl)cc([N+](=O)[O-])c1O,4,-0.6,6,5,-25,11,-1,19,-0.11
C=CCn1c(SCC(N)=O)nnc1-c1cc(Br)ccc1O,3,-0.3,-5[20 µM],-5,-10,-1,0,18,1.9
COc1ccc(N2C(=O)CSC23C(=O)Nc2ccccc23)cc1OC (stereo not drawn),-5,1.4,-20,6,-14,-6,0,-7,-0.28
Cc1ccc(OCCCC(=O)Nc2nccs2)cc1,-2,1.1,-2[20 µM],-4,-7,-6,1,2,.
Cc1cc(C)c2nc(SCCC#N)nc(C)c2c1,-6,0.0,-28,0,-21,6,1,8,0.34
COc1ccc(-c2nnn(CC(=O)N(Cc3cccs3)C(C)C(=O)NCCC(C)C)n2)cc1OC (stereo not drawn),-6,-0.1,-4[20 µM],-3,-2,-10,-2,-1,-0.37
C[C@H]1C=C(C(=O)NC2CC2)O[C@@H](OCc2ccc(CO)cc2)C1,-10,.,-25,.,-5,-6,.,0,-0.16
COc1ccccc1OCCCCOc1ccccc1C(C)=O,0,-0.1,-12,5,-14,5,0,11,-2.5
O=C(Cn1nc(-c2ccccc2)ccc1=O)Nc1ccc(-n2cnnn2)cc1,3,1.4,-13,5,4,4,4,10,.
COc1ccc(/C=C/C(=O)NCC(=O)N/N=C/c2cc(Br)ccc2OCc2ccccc2)cc1,-1,0.6,-23[20 µM],-1,5,8,0,15,0.78
COc1cc2c(cc1NC(=O)c1ccc(C(C)(C)C)cc1)CCCC2,5,-0.1,2[20 µM],3,7,6,0,14,0.67
C=CCn1c(SCC)nc2sc3c(c2c1=O)CCc1ccccc1-3,-2,0.0,-11[20 µM],2,18,3,-2,-3,0.77
COC(=O)Nc1sc2c(c1C(=O)NCc1ccco1)CCC2,-3,-0.3,-9[20 µM],-3,-7,-3,-1,7,-0.003
Cc1cccc(Sc2nc(-c3ccccc3)ccc2C#N)c1,-2,0.6,-18[20 µM],-6,2,-1,-1,13,.
O=C(NCc1ccccc1)C(=O)NCC1OCCN1S(=O)(=O)c1ccc([N+](=O)[O-])cc1 (stereo not drawn),-1,1.2,-34,3,3,-1,-2,10,-0.48
COc1cccc([C@@H]2Oc3ccc(Br)cc3C(=O)[C@H]2OC(=O)NC2CCCC2)c1,2,-0.2,-14,-1,11,13,0,10,0.95
CN1C(=O)N(C)C2(c3ccccc3)Nn3c(s/c(=C/c4ccco4)c3=O)=NC12c1ccccc1 (stereo not drawn),5,1.0,-14,4,12,6,-3,15,.
O=C(COc1ccc(-n2cnnn2)cc1)NC(=O)NCc1ccccc1,1,0.4,-31,1,-7,-6,-1,9,-0.97
CCNC(=S)NNC(=O)c1cc(C2CC2)nc2ccccc12,2,-0.4,-16[20 µM],3,-216,1,-2,13,0.0019
COc1ccc(NC(=O)c2c(NC(=O)CCC(=O)O)sc(-c3ccccc3)c2C)cc1,4,1.3,-29,4,-4,-3,0,2,-0.88
Cc1ccc(C(=O)c2ccc(N3CCN(C)CC3)c([N+](=O)[O-])c2)cc1,0,-1.0,1,-7,-1,-5,0,5,-0.044
Cc1cc(=O)oc2cc(NS(=O)(=O)c3ccc(F)cc3)ccc12,-3,0.8,-77,2,-59,-41,-1,-84,0.63

# Going on with the list:
SMILES,Thrombin inh,PERK inhibitor,Furin inhibitor,p97 ATPase inh,hK5 inh,FXIa inh 1536,Wee1 stabilizer,FXIIa inh 1536,Cl transport mod
CCC(C)C(NC(N)=O)C(=O)Nc1ccc(C(=O)OC)cc1 (stereo not drawn),-1,0.1,-15,0,0,0,-2,6,1
COC(=O)Cc1c(C(=O)OC)nnn1-c1ccc(OC)cc1,1,0.2,-28,1,-7,-4,-1,3,-0.033
Cc1ccc[n+](-c2nc3ccccc3nc2C(=C=[N-])C#N)c1,17,-0.8&0.3,0,-3&-3,19&8,22&-27,0&2,25&7,0.08&-0.3
COc1ccc(-c2nn(C)c(=O)[nH]2)cc1,0,0.9,-8,4,1,7,11*,10,.
CC(C)(C)c1ccccc1OCCCCCNCCO,-1,-0.1,-22,1,-4,5,2,-1,-0.71
Cc1ccccc1NC(=O)C1CC(=O)n2ncnc2N1 (stereo not drawn),-1,0.4,-19,4,0,0,1,8,1.4
c1ccc(CNc2ncnc3c2cnn3Cc2ccccc2)cc1,4,-0.2,-20[20 µM],0,-5,8,2,14,-0.22
